# Source: PubChem BioAssay (several laboratories)
# KKLEB tox – cytotoxicity in KKLEB CF airway cells, primary screen, cytotoxicity control for CF NF-kB inhibitor project, cell-based, uHTS, fluorescence assay plates | KKLEB CF airway cells viability, ATPlite luminescence, overnight; active compounds read low; cells stimulated with P. aeruginosa culture filtrate | activity change (cytotoxicity), % at 5 µM | 360,000 compounds, 0.36% hits | AID 602141, 2011;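 active = corrected activity change at or below -50% at 5 µM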
# Shn3 3UTR inh – reduction of Shn3 3'UTR firefly luciferase signal, primary screen, Schnurri-3 inhibitor project, cell-based, Clone20 osteoblasts, set 2. inhibition, % at 12.5 µM. Clone20 osteoblast Shn3 3'UTR firefly luciferase, 24 h. 360,000 compounds, 0.52% hits. AID 588674, 2011;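 active = mean inhibition of at least 75% with every replicate also reaching 75%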;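 note: 0% = median of neutral control wells and 100% = pilot-screen positive control compound; some compounds past the cut are filed as inactive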
# NR2F2 inh – NR2F2 transcriptional activity inhibitors, primary screen, cell-based, luciferase reporter, HEK293T, luminescence; COUP transcription factor 2 (Homo sapiens), P24468; inhibition, % at 8.6 µM; AID 686940, 2013; 370,000 compounds, 0.7% hits; HEK293T NGFI-A luciferase reporter;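 active = inhibition above a per-plate cutoff, mean inhibition of test wells between control levels plus 3 SD, cut at about 38% in these data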;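 note: cells cotransfected with COUP-TFII expression vector driving the NGFI-A reporter; 0% = median of COUP-TF2 test wells and 100% = reporter-only cells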
# TWEAK-Fn14 inh – inhibitors of TWEAK-Fn14 signaling, primary screen, luciferase reporter cells, uHTS; TWEAK-stimulated Fn14 reporter cells, luciferase luminescence, 8 h; inhibition, % at 10 µM; 360,000 compounds, 2% hits; AID 1159606, 2016; in the data active = inhibition above about 50%
# NCOA3 inh – SRC3 coactivator transcriptional activity inhibitors, primary screen, cell-based, luminescence; inhibition, % at 3.6 µM; HEK293 GAL4-SRC3 luciferase reporter; 360,000 compounds, 0.17% hits; AID 588352, 2011; Nuclear receptor coactivator 3 (Homo sapiens), Q9Y6Q9;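 active = inhibition above a per-campaign cutoff, the mean of all compounds plus 3 SD, cut at about 60% in these data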;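 note: 0% = DMSO-treated cells and 100% = gossypol-treated cells at 36 µM; higher means less SRC3-driven luciferase light from the GAL4 reporter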
# Target sequence (Q9Y6Q9 whole entry, looked up, the tested form may be a part): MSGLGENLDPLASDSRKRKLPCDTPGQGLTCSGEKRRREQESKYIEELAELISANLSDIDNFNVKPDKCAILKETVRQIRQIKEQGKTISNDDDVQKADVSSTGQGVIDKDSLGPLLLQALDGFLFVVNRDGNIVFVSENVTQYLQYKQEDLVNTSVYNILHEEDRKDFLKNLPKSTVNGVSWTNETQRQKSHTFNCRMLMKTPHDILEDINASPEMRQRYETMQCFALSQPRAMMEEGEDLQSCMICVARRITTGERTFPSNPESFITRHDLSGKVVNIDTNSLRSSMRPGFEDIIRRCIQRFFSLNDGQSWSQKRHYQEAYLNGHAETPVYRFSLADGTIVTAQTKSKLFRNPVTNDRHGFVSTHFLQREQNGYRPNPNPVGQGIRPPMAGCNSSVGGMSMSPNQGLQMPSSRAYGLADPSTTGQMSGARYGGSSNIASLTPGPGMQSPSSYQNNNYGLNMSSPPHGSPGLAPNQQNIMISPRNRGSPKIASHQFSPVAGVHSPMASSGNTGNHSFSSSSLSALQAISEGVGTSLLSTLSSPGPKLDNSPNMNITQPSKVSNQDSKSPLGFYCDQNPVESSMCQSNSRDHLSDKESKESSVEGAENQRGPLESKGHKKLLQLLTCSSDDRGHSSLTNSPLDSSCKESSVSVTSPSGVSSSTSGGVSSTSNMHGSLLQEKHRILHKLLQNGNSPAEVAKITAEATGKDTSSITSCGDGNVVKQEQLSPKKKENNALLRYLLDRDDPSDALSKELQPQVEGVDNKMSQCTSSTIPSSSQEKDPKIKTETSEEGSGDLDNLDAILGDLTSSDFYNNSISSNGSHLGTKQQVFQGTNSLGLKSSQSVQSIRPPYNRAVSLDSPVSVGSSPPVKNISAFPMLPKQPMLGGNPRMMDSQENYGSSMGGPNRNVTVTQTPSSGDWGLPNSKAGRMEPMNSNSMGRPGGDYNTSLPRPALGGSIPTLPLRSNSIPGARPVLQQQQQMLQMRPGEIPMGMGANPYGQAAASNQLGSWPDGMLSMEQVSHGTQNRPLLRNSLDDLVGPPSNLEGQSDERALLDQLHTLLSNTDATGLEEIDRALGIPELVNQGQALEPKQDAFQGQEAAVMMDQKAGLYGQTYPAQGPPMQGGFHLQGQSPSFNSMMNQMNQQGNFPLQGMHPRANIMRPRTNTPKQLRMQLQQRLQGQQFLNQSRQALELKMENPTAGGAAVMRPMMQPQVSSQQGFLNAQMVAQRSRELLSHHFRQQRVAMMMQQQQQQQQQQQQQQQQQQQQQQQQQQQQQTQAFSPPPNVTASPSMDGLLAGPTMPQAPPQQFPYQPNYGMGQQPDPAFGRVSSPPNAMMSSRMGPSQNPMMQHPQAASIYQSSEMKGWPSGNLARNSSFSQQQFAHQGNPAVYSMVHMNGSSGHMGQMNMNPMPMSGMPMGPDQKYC
# CF NFkB block – inhibitors of PAF-induced NF-kB signaling, primary screen, cell-based, GFP fluorescence, uHTS | KKLEB NF-kB-GFP reporter, GFP fluorescence overnight | inhibition, % at 5 µM | 360,000 compounds, 0.86% hits | AID 588850, 2011;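 active = at least 50% inhibition at 5 µM, scaled per plate between neutral and stimulator controls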;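 note: PAF is a Pseudomonas aeruginosa culture filtrate used as stimulus; plate controls were PAF-stimulated DMSO wells for no effect and unstimulated DMSO wells for full effect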
# TROY signal inh – inhibitors of TROY-driven NF-kB signaling, primary screen, Q293 LMP1-TROYcd cells, NF-kB luciferase, uHTS; inhibition, % at 10 µM; Q293 LMP1-TROYcd NF-kB luciferase reporter, 4 h; 360,000 compounds, 0.98% hits;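 active = compounds whose plate-normalised and pattern-corrected inhibition of the luciferase reporter signal at the single screening dose is 50% or more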
# LRH-1 inv ag – LRH-1 (NR5A2) inverse agonists, primary screen, cell-based, luminescence, HEK293T, StAR-luciferase reporter; Nuclear receptor subfamily 5 group A member 2 (Homo sapiens), O00482; AID 602396, 2012; inhibition, % at 3.6 µM; 360,000 compounds, 0.13% hits; LRH-1 transfected, 24 h;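 active = inhibition above the mean inhibition of all tested compounds plus 3 SD, cut at about 73% in these data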;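 note: 0% = DMSO wells and 100% = reporter-only cells lacking LRH-1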
# SRC1 inh – SRC1 coactivator transcriptional activity inhibitors, primary screen, cell-based, luminescence; AID 588354, 2011; inhibition, % at 3.6 µM; Nuclear receptor coactivator 1 (Homo sapiens), Q15788; 360,000 compounds, 0.12% hits; HEK293 GAL4-SRC1 luciferase reporter;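 active = inhibition above the campaign mean plus 3 SD, with each screening campaign given its own cutoff, cut at about 60% in these data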;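 note: 0% = DMSO treated cells and 100% = gossypol at 36 µM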
# C8 TRAIL sens – viability loss with TRAIL in NB7+C8 cells, primary screen, TRAIL sensitizer project, cell-based, ATPlite luminescence; inhibition (viability loss, TRAIL sensitization), % at 10 µM; 360,000 compounds, 1% hits; AID 624354, 2012;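 active = compounds causing at least 50% loss of cell viability in the single-dose screen, relative to plate controls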
# EBV LMP1 NFkB – EBV LMP1-driven NF-kappaB luciferase reporter inhibitors, primary screen, cell-based, luminescence, single point; LMP1-induced NF-kappaB luciferase reporter cells; inhibition, % at 12.5 µM; 350,000 compounds, 0.69% hits; in the data active = inhibition above about 41%;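 note: 0% = neutral control wells and 100% = reference inhibitor control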
# An asterisk follows results filed as active; . = not tested or not shown.
Structure,NCOA3 inh,C8 TRAIL sens,Shn3 3UTR inh,KKLEB tox,TWEAK-Fn14 inh,TROY signal inh,SRC1 inh,LRH-1 inv ag,EBV LMP1 NFkB,CF NFkB block,NR2F2 inh
O=C(CN1CCN(C(=O)c2cncn2-c2ccccc2)CC1)Nc1ccccc1Cl,-10,-16,-10,3,2,-4,-17,-10,1,15,8
N=c1c(S(=O)(=O)c2ccc(Cl)cc2)cc2c(=O)n3ccccc3nc2n1CC1CCCO1 (stereo unspecified),15,4,12,-12,-5,14,-3,13,-2,32,.
CN1C(=O)/C(=C\c2cc(Br)cs2)c2ccccc21,-44,3,-46,-5,-5,-44,-60,-12,-46,-15,-14
CCCNC(=O)NC(=O)CSc1nnc(C)n1N,9,-5,-1,-8,6,-1,-5,-3,0,10,11
CCn1c(C)nc2cc(C(=O)NNC(=S)NC(=O)c3ccccc3)ccc21,2,17,17,-3,3,-16,-21,2,7,-6,14
CCc1nnc(NC(=O)c2ccc3ccccc3n2)s1,-104,21,-51,6,13,-17,-99,-145,-26,-19,-35
CCOC(=O)C1(C)CCCN(C(=O)c2ccc(C#N)cc2)C1 (stereo unspecified),-9,-3,-7,-11,4,-1,-3,18,.,7,-15
CCN(CC)S(=O)(=O)c1ccc(NC(=O)COC(=O)c2c[nH]c(=O)[nH]c2=O)cc1,11,-22,-3,3,11,5,-26,7,1,-5,-2
NC(=O)c1ccsc1NC(=O)CSc1nnc(Nc2ccccc2)s1,10,4,19,-3,16,11,4,-3,-1,-4,-8
Oc1c(C=Nc2ccccc2)sc(=S)n1Cc1ccccc1,1,8,39,9,-86,-44,-31,-2,-13,-13,17
CCOC(=O)c1c(NC(=O)COC(=O)c2cccnc2OCC)sc(C(=O)N(CC)CC)c1C,6,25,59,-6,43,42,-2,-12,14,17,2
N#Cc1c(-c2cccnc2)cc(-c2ccccc2)nc1N,4,-6,-55,-9,-4,-20,15,16,.,-20,-4
O=C(OCCCN1CCOCC1)c1ccc(O)c(O)c1,4,-6,-24,-1,-8,-19,1,-19,-3,-24,-17
Fc1ccccc1C1c2cccn2CCN1C(=S)Nc1ccc(Br)cc1 (stereo unspecified),-7,-7,2,2,-7,-23,-10,-30,1,-20,-13
COc1ccc(OC)c(S(=O)(=O)NCCO)c1,4,-12,-12,2,-4,-10,11,-3,-3,-4,3
Cc1ccc(S(=O)(=O)N2CCN(c3ccc4nnc(-c5ccccc5)n4n3)CC2)cc1,1,10,22,-21,-6,-20,-12,30,7,22,-12
O=S(=O)(NCC1CCCO1)c1cc(Br)c(Br)s1 (stereo unspecified),4,-1,12,-6,-2,9,-1,-1,9,8,-13
COCCN(C(=O)c1ccccc1F)c1nc(-c2ccc(OC)cc2)cs1,-49,7,-58,-13,-23,-35,-49,-48,-3,16,-10
O=C(NNC(=O)c1cccs1)c1cccc(F)c1,-30,12,-3,12,2,6,-11,-11,-2,-20,5
COC(=O)N1CCC2CC1c1c(Cl)cccc12 (stereo unspecified),-5,0,8,-30,-14,8,3,-7,.,-4,7
Cc1ccc(C(=O)O)cc1NC(=O)CCc1c(C)noc1C,-14,7,-15,24,-1,-2,10,9,-16,-47,10
Cc1ccc(CNC(=O)c2cc3c(=O)n(C)c4ccccc4c3n2C)cc1,18,15,25,7,-44,-4,-24,4,-19,-15,-4
COc1cccc(C(O)c2nc(-c3ccccc3C)cs2)c1 (stereo unspecified),-4,11,4,1,7,-17,-1,-9,.,17,-1
CC(C)(C)c1ccc(C(=O)NCC(=O)N/N=C/c2ccccc2OCC(=O)O)cc1,-4,6,-26,3,-1,11,-19,-4,-3,4,-9
CC1CCCC(C)N1CCNC(=O)Nc1ccc(Cl)cc1 (stereo unspecified),8,4,-4,1,-6,-11,-12,-2,-3,6,-4
C/C(CC(=O)Nc1ccc2c(c1)OCCO2)=N\NC(=O)c1ccccc1F,-54,-3,16,5,-33,-25,-62,-110,-1,-3,-36
CN(Cc1ccccc1)C(=O)COC(=O)COc1ccc(C#N)cc1,1,6,4,6,9,-3,-12,2,0,19,5
O=C(COC(=O)C1CCN(S(=O)(=O)c2cccs2)CC1)c1ccccc1,5,3,0,-9,-8,-38,-6,10,6,2,0
CC(C)C[C@H]1COc2cccc(N3CCC[C@@H]3CO)c2S(=O)(=O)N1,.,-23,.,.,9,4,.,27,.,.,18
CC(=O)N(Cc1ccccc1)c1ccccc1C(=O)O,16,-26,-3,1,2,-10,-7,-7,-2,-5,-6

# (cont.)
Structure,NCOA3 inh,C8 TRAIL sens,Shn3 3UTR inh,KKLEB tox,TWEAK-Fn14 inh,TROY signal inh,SRC1 inh,LRH-1 inv ag,EBV LMP1 NFkB,CF NFkB block,NR2F2 inh
COc1ccc(N2CCN(C(=O)c3cccc(Br)c3)CC2)c([N+](=O)[O-])c1,8,-9,16,-19,10,14,-12,14,-1,20,19
O=c1cc(O)n(-c2ccccc2)c(=S)[nH]1,-1,11,3,-4,-8,2,-32,-2,-2,-6,7
O=C(Nc1ccc(Br)cc1)c1ccc(-n2cnnn2)cc1,-8,30,2,14,0,5,9,-22,-3,-30,-14
O=C(Nc1cccc(Br)c1)c1cc(S(=O)(=O)N2CCOCC2)cs1,-2,11,32,7,0,9,26,-2,5,0,-14
CCOc1ccc(OCCOCCN2CCCC2)cc1,-21,10,2,-10,9,13,-54,13,-8,-6,-9
N#CC1=C(S)N(c2ccccc2)C(c2cccs2)NC1=O (stereo unspecified),6,-1,-2,3,-1,-20,-15,12,16,-14,-15
Cc1nnc(SC/C=C/c2ccccc2)n(N)c1=O,-8,1,12,2,-25,8,4,-5,-6,-5,-3
COc1cc(/C=N/n2cnnc2)ccc1Oc1nc(Cl)ncc1F,11,-4,-3,13,25,28,-2,3,3,10,-22
Cc1noc(C)c1COC(=O)CCOc1ccccc1,5,13,2,9,-9,-2,7,-5,1,-6,3
CC(=O)c1ccc(OCc2cc(C(=O)N(C)CCOc3ccc(C)cc3)no2)cc1,-71,-1,-24,8,-2,-18,-95,-80,-24,-17,-27
O=C(NCC(c1ccco1)N1CCc2ccccc2C1)C(=O)Nc1ccccc1 (stereo unspecified),-26,22,5,15,9,-17,-7,23,-5,-13,-5
O=C(Nc1ccc2c(c1)OCCO2)C1CCCN1C(=O)Nc1ccc(F)cc1 (stereo unspecified),6,10,6,12,59*,32,-26,3,-1,-6,-11
O=c1[nH]c2c(c(=O)[nH]1)CCCCCC2,-5,-3,2,4,6,10,7,-7,4,-19,2
O=C(Cn1ccc(C(F)(F)F)n1)N/N=C/c1ccc(N2CCOCC2)cc1,12,-2,-7,10,-11,-7,-12,3,8,8,1
Cc1cc(C)c(S(=O)(=O)N2CCN(C(=O)CC(C)n3nc(C)nc3C)CC2)c(C)c1 (stereo unspecified),6,-3,-3,8,11,-1,12,12,2,-18,0
O=S(=O)(c1ccc2c(c1)OCCCO2)N1CCNCC1,13,-9,1,-12,-2,9,6,13,1,-10,-14
CC1(C(=O)NS(=O)(=O)c2cccc(C#N)c2)CCN1C(=O)CC1CCCC1 (stereo unspecified),-2,-2,3,12,-34,-16,-17,7,.,1,5
CC1CCN(c2ccc(/C=N/n3nnnc3N)cc2[N+](=O)[O-])CC1,-4,-4,-6,-2,-42,-55,-27,-33,-6,6,-1
Cc1cccc(C(=O)OCC(=O)NC(C)CCc2ccccc2)c1O (stereo unspecified),-6,-11,-20,3,4,-4,4,13,-6,-8,-26
COc1ccc(-c2nnc3sc(CN4C(=O)c5ccccc5C4=O)nn23)cc1,-16,11,.,10,93*,14,-14,8,10,-10,-10
Cc1cc(C)c(CN2CCN(C(=O)CC[C@H]3O[C@@H](n4cnc5c(NC(=O)c6ccccc6)ncnc54)[C@H](O)[C@@H]3O)CC2)c(C)c1,9,14,-2,-8,-13,-3,-3,3,.,-3,-11
Cc1ccccc1C(=O)Nc1nc(=S)ss1,27,1,5,0,-14,19,-3,-6,-6,7,-4
CSc1cccc(NC(=S)N(Cc2ccc(C)cc2)Cc2ccccn2)c1,3,12,-6,6,-13,-3,-23,12,-6,6,20
O=C(Nc1ccccc1)c1cc(C2CCCN(C(=O)c3ccccc3)C2)on1 (stereo unspecified),-51,4,-37,-10,-7,-58,-27,-2,.,12,-12
CCNC(=O)NC(=O)C(C)OC(=O)CCS(=O)(=O)c1ccc(C)cc1 (stereo unspecified),-16,-4,6,3,-13,0,7,-2,5,-12,6
CCCC(=O)c1c(NC(C)C)cc(C)oc1=O,0,3,-5,-3,11,-2,8,6,-5,8,14
COc1ccccc1NC(=S)N(Cc1cccnc1)Cc1ccco1,-5,2,-15,-2,1,14,-7,5,-10,-23,18
O=C(N/C(=C/c1ccc(F)cc1)C(=O)N1CCOCC1)c1ccccc1,17,-22,-41,5,-16,-33,17,9,-2,11,2
O=C(Nc1ccccc1)Nc1ccc2ccccc2n1,-24,-2,21,-8,-26,-26,-35,-15,-7,-13,0
COCCNC(=O)c1cc2c3ccccc3n(C)c2s1,9,16,-29,8,-6,-1,-1,-4,3,-15,3

# Next entries follow.
Structure,NCOA3 inh,C8 TRAIL sens,Shn3 3UTR inh,KKLEB tox,TWEAK-Fn14 inh,TROY signal inh,SRC1 inh,LRH-1 inv ag,EBV LMP1 NFkB,CF NFkB block,NR2F2 inh
CN(Cc1cn(C)nc1-c1ccccc1F)C1CCOC1 (stereo unspecified),-14,16,7,-1,2,6,8,5,-1,7,0
Cc1ccc(C(=O)N2CCN(c3ccccc3)CC2)cc1C,-7,-4,-52,2,8,14,-23,-44,-14,4,-4
CC(C)N(C(=O)[C@H]1CC(CC(=O)NCCc2ccccn2)C(=O)N2CCc3c([nH]c4ccccc34)[C@]12C)C(C)C (stereo partly specified),-1,6,-5,11,18,-1,-9,5,4,-7,-7
CCCc1nnc(SCC(=O)Nc2ccc(Cl)cc2Cl)o1,-18,-18,-20,12,-6,-18,-5,30,-8,9,10
O=C(CN1C(=O)S/C(=C/c2ccncc2)C1=O)N1CCOCC1,23,1,-2,0,-3,8,18,5,4,15,20
O=C(O)CCn1c(SCc2ccccc2)nc2ccccc21,-1,4,-20,8,-25,-40,-21,-17,-2,0,-3
CN(CC(=O)Nc1cccc2c1CCCC2)S(=O)(=O)c1ccc(Br)cc1,13,8,-16,6,-10,4,-1,1,-6,-6,8

# A portion of the library; count on the stated rates, not on these rows.
